# USP1 inh – blocks the human USP1/UAF1 deubiquitinase complex; AID 743255; Potency, µM (series often up to 57.1 µM), without a hit: at the highest dose activity change, negative = inhibition, usual class: inhibitors; 0.23% of 390,000 active; recombinant USP1/UAF1, Ub-Rhodamine cleavage fluorescence; O94782; also: % is scaled to controls: 0 for no effect and ±100 for the full control effect; nearly all actives have a fitted effect of over 60% in size; inactives centre near -12
#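 USP1/UAF1 complex (1 nM) preincubated 15 min at room temperature with compound, then Ub-Rho substrate (150 nM final) added. Kinetic fluorescence at 480/540 nm over 6 reads at 60 s intervals; 50 mM HEPES pH 7.8, 0.5 mM EDTA, 0.1 mg/ml BSA, 1 mM TCEP, 0.01% Tween-20.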
# TrxR1 substrate – substrates of rat thioredoxin reductase 1. O89049. 0.01% of 390,000 active. AID 588456. purified TrxR1 substrate turnover, NADPH consumption readout. Potency, µM (top dose mostly 114 µM), without a hit: at the highest dose activity change, negative = substrate turnover; also: % is scaled to controls: 0 for no effect and ±100 for the full control effect; nearly all actives have a fitted effect of over 50% in size
#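 Rat TrxR1, dispensed at 90 nM, was prereduced with 400 uM NADPH (final) for 5 min at ~22 deg C, then incubated with compound 15 min before 400 uM selenite. A first-read NADPH fluorescence drop versus no-compound background flagged substrates.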
# Vif-APOBEC3F blk – Vif-A3F binding inhibition. HeLa A3F-eYFP + Vif (tagged APOBEC3F with the HIV-1 protein that degrades it), YFP fluorescence increase. Potency, µM (highest dose often 46.1 µM), for the others: top-dose activity, negative = active. 0.2% of 390,000 active. AID 602313; also: % of control where 0% means no effect; nearly all actives have a fitted effect of over 65% in size
#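 HeLa cells stably expressing Vif plus C-terminally eYFP-tagged A3F were seeded, incubated overnight at 37 deg C, dosed with compound, incubated overnight again at 37 deg C. Yellow fluorescence (Ex 488/Em 500-530) reported blocked Vif-mediated A3F-eYFP degradation.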
# RGS4 inh – inhibitors of human regulator of G protein signaling 4 | P49798 | Transcreener GDP fluorescence polarization, RGS4-accelerated GTP hydrolysis | Potency, µM (series often up to 114 µM), for inactives: at the top dose activity change, negative = inhibition, usual class: inhibitors | 0.039% of 390,000 active; also: % is scaled to controls: 0 for no effect and ±100 for the full control effect; nearly all actives have a fitted effect of over 75% in size; some results filed as inactive show a strong effect at the top dose
# Target sequence (P49798 whole entry, looked up): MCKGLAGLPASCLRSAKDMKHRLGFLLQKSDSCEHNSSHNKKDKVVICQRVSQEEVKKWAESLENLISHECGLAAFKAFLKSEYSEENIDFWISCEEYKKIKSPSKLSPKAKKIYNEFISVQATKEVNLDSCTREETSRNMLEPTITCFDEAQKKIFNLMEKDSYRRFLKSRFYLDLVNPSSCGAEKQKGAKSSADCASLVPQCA
#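 MLSMR compounds (23 nl, pin-transferred) preincubated 10 min at room temperature with a 500nM (2x) first reagent, then RGS4 at 900nM (2x) plus Transcreener GDP mix added; fluorescence polarization (620/688 nm) read before and after 90 min at 30 °C.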
# IDH1 R132H inh – blocks human mutant IDH1 R132H enzyme. O75874. IDH1-R132H enzyme, NADPH consumption, diaphorase/resazurin fluorescence. Potency, µM (doses to about 76.6 µM), without a hit: at the top dose activity change, negative = inhibition, actives largely listed as inhibitors. 0.093% of 390,000 active; also: % is scaled to controls: 0 for no effect and ±100 for the full control effect; nearly all actives have a fitted effect of over 65% in size
#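 IDH1-R132H (0.5 ug/mL) preincubated 30 min with compound, then NADPH (0.016 mM) and alpha-KG (2 mM) added; 80 min at RT, pH 7.5. Remaining NADPH coupled via diaphorase/resazurin to fluorescence (540/590 nm); concentration-response curves normalized to no-enzyme control.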
# Vif-A3G inh – inhibitors of Vif-APOBEC3G interaction. Potency, µM (highest dose often 46.1 µM), for the others: at the top dose activity, negative = active, usual class: inhibitors. HeLa A3G-eYFP + Vif (tagged APOBEC3G with the HIV-1 protein that degrades it), YFP fluorescence, overnight. AID 602310. Q9HC16. 0.076% of 410,000 active;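 also: % is scaled to controls: 0 for no effect and ±100 for the full control effect; nearly all actives have a fitted effect of over 60% in size; hits raise eYFP signal because A3G escapes Vif-driven loss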
#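 HeLa cells stably expressing Vif and C-terminally eYFP-tagged A3G, seeded overnight at 37 deg C, then exposed to compound by pintool overnight at 37 deg C. Rise in yellow fluorescence (Ex 488/Em 500-530, Acumen) marks blocked Vif-driven A3G degradation.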
# rTrxR1 inhibitor – inhibitors of rat thioredoxin reductase 1; 1% of 390,000 active; Potency, µM (doses to about 114 µM), for inactives: top-dose activity change, negative = inhibition, actives largely listed as inhibitors; AID 588453; recombinant rTrxR1, NADPH fluorescence consumption, selenite substrate; also: % is scaled to controls: 0 for no effect and ±100 for the full control effect; nearly all actives have a fitted effect of over 65% in size
#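 Rat TrxR1 (90 nM in the dispensed reagent) was pre-reduced with 400 uM NADPH for 5 min at room temperature, then incubated with compound for 15 min. After 400 uM selenite was added, NADPH fluorescence (Ex 340/Em 450 nm) was followed for 8 min.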
# RXFP1 ag – activates the human relaxin receptor RXFP1; Q9HBX9; AID 2676; Potency, µM (titrated, usually from 57.5 µM), inactives show top-dose activation, actives largely listed as activators; 0.3% of 370,000 active; HEK293T-RXFP1 cAMP TR-FRET, 30 min; response scale: percent of porcine relaxin response, buffer zero; also: % is scaled to controls: 0 for no effect and ±100 for the full control effect; nearly all actives have a fitted effect of over 60% in size; many of its hits are not listed in these tables
# Target sequence (Q9HBX9 whole entry, looked up): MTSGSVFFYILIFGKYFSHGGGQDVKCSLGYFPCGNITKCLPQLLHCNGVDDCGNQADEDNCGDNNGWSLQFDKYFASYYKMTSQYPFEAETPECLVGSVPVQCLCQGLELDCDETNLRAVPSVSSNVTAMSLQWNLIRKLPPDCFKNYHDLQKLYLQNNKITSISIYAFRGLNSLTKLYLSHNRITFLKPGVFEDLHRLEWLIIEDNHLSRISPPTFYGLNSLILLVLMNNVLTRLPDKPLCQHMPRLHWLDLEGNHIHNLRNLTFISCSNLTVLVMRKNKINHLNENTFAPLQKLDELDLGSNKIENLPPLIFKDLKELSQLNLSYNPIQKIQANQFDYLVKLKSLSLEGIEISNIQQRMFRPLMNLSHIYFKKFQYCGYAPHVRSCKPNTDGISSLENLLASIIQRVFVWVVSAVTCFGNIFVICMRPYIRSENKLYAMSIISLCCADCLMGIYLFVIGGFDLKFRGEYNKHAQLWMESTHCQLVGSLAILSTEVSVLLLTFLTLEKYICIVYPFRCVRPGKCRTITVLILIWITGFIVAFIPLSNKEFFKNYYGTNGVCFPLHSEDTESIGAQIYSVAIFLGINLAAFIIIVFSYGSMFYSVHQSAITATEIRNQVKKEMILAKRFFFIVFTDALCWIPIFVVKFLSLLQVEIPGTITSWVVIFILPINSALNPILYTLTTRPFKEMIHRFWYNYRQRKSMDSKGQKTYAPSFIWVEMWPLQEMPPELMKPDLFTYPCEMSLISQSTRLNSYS
#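 cAMP rise read by TR-FRET after 30 min, 37C compound exposure (up to 58 uM) in RXFP1-transfected HEK293 cells with Ro 20174 present. EC50 from Hill-equation fits, with 29 nM porcine relaxin as 100% and buffer as basal.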
# 12-LOX inh – blocks human arachidonate 12S-lipoxygenase; P18054; purified 12hLO, xylenol orange hydroperoxide absorbance; Potency, µM (titrated, usually from 108 µM), inactives show top-dose activity change, negative = inhibition, most hits filed as inhibitors; 1.1% of 580,000 active; AID 1671190; also: % is scaled to controls: 0 for no effect and ±100 for the full control effect
#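 Purified human 12hLO (150 nM final) in 25 mM Hepes, 0.01% Triton X-100, pH 7.0 was preincubated 15 min at room temperature with compound. Then 40 uM arachidonic acid was added, 30 min. Hydroperoxide was read by Fe-XO absorbance ratio 573/405 nm.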
# The depositor's hits bear a star; ? = inconclusive; . = no result given; & = joins results of further samples; [ ] = remark or other dose. Calls follow the shape of the dose curve; as a rule, active = well fitted curve in the direction sought with a large enough effect; inconclusive = small, poorly fitted or top-dose-only effect, or another doubt; inactive = no such curve, though single readings can be large; an effect the other way counts as inactive or inconclusive. Potency is read from the fitted curve at half-maximal effect. Not all compounds are listed. The share of hits here may be higher or lower than overall.
Compound	rTrxR1 inhibitor	12-LOX inh	USP1 inh	Vif-A3G inh	RXFP1 ag	IDH1 R132H inh	TrxR1 substrate	Vif-APOBEC3F blk	RGS4 inh
CC(=O)c1cccc(NC(=O)c2ccc(N(Cc3ccccc3C)S(C)(=O)=O)cc2)c1	-10.5%	-5.9%	-10.2%	-8.3%	-0.2%	12.2%	-6.1%	-5.5%	-33.5%
C[C@@H]1CN([C@H](C)CO)C(=O)CCCn2nncc2CO[C@@H]1CN(C)S(=O)(=O)c1ccc(-n2cccn2)cc1	.	0.9%	-19.7%	-2.3%	.	-2.6%	.	9.0%	.
COc1ccc2sc(N(Cc3cccnc3)C(=O)COc3ccccc3)nc2c1	16.6%[57.1 µM]	-5.5%	-17.7%	-0.7%	0.3%	-3.1%	1.9%[57.1 µM]	2.0%	-14.0%
CCN(CC)c1ccc(N=C2C(=O)Nc3ccccc32)cc1	-17.0%	6.8%	31.6µM*	-5.0%	-6.1%	18.2%	-5.7%	-20.8%	-137.3%
COc1cccc(C(=O)Nc2cc(=O)n(C)c(=O)n2C)c1OC	30.0%	20.9%[57.4 µM]	-5.8%	-2.2%	3.0%	15.0%	4.4%	8.1%	-1.8%
CC(C)(C)[C@@H]1CCC(=O)N(CC[C@H](Sc2ccccc2)c2ccccc2)CC1	9.6%[57.1 µM]	?	14.6%	-8.0%&-22.5%	-3.2%	7.5%	6.7%[57.1 µM]	0.8%	20.2%
CC(C)(C)c1ccc(C(=O)O[C@H]2[C@H](Cc3ccccc3)NS(=O)(=O)[C@H]3C[C@@H]4C=C[C@]23O4)cc1	12.0%	-15.5%	11.9%	-5.7%	0.7%	1.2%	-8.5%	-3.3%	34.9%
O=C(Cc1ccccc1[N+](=O)[O-])OCC(=O)N1CCN(c2ccccc2)CC1	2.8%	3.0%	-10.8%	-1.0%	1.2%	-0.2%	-4.4%[57.1 µM]	4.7%	-10.2%
Cc1ccccc1Nc1c(-c2c[nH]c3ccccc23)nc2cccc(C)n12	10.1%	?	-13.2%	-5.0%	13.2%	17.4%	35.5%[activator]	-8.2%	-9.4%
COc1ccccc1N(CC(O)CN1CCCC1)S(=O)(=O)c1ccccc1 (configuration not stated)	14.4%	-5.7%	-22.7%	-0.1%	1.3%	17.2%	4.1%	1.1%	-1.1%
O=C(CCN1C(=O)/C(=C/c2cccc(Br)c2)SC1=S)NNC(=O)c1cccnc1	-2.8%	-4.1%	-9.4%	-6.0%	-0.3%	-3.0%	0.9%	-6.8%	-15.7%
COc1cccc(NC(=O)CCCCCn2nnc3ccccc3c2=O)c1	9.7%	117.0%[activator]	-6.8%	-5.2%	3.8%	7.6%	3.7%	2.6%	-4.4%
CCOC(=O)c1c(C)[nH]c(C(=O)OCC(=O)Nc2ccc(OC)c(Cl)c2)c1C	-2.7%	-14.4%	-3.6%	-3.2%	-0.6%	-3.0%	-6.2%	-1.6%	15.8%
CCn1c(/C=C2\C(=O)N(C)c3ccccc32)nc2ccccc2c1=O	-5.3%	-4.3%	-18.3%	-4.8%	1.0%	3.7%	-5.6%	-3.9%	-19.8%
COC(=O)c1ccccc1NC(=O)Cc1noc2ccc(C)cc12	1.7%	-0.5%	-6.0%	-7.3%	-0.3%	-14.3%	-3.5%	1.5%	3.0%
CS(=O)(=O)C1=NSC2=NC(=O)/C(=C\c3cccn3-c3ccccc3Cl)C(=N)N21	-20.0%	?	-22.0%	?	2.7%	11.1%	-6.0%	0.2%	?
CCCn1c2ccccc2c2cnn(CC(=O)NCCc3ccc(OC)cc3OC)c(=O)c21	7.0%	-29.1%	-20.0%	-8.2%	5.0%	-11.7%	6.1%	1.0%	-22.5%
Cc1ccc(C(C(=O)NCc2ccco2)N(C(=O)CNC(=O)c2cccs2)c2ccc(C)cc2C)cc1 (configuration not stated)	35.8%	2.3%	-6.1%	-1.7%	0.7%	-6.0%	1.9%	2.4%	20.0%
Cc1coc2c(C)c3oc(=O)c(CCC(=O)N[C@@H](C)C(=O)N[C@@H](Cc4ccccc4)C(=O)O)c(C)c3cc12	-10.2%	-6.3%	15.1%	-1.9%	-0.3%	-2.2%	16.2%	-1.4%	3.6%
COc1cc(C(=O)Nc2cc(C(F)(F)F)ccc2N2CCOCC2)ccc1O	4.1%[11.4 µM]	27.0%	-11.9%	1.0%	1.7%	3.1%	-5.0%[11.4 µM]	-2.0%	-16.4%
O=[N+]([O-])c1cccc(S(=O)(=O)NCCc2ccccc2)c1	17.2%	17.4%	-14.8%	6.8%	1.8%	-4.5%	-2.3%	4.7%	-6.8%
CCCCN(C(=O)c1cc(Cl)nc2ccccc12)c1c(N)n(CCCC)c(=O)[nH]c1=O	4.6%	-26.9%	-5.0%	-3.1%	0.0%	-0.3%	-12.7%[57.1 µM]	?	7.1%
Cc1cc(N)n(-c2cc(C)c3ccccc3n2)n1	10.4%	-3.2%	-23.1%	-2.2%	2.0%	1.6%	-3.8%	10.4%	-2.0%
Cc1cc(-c2nnc(SCC(=O)Nc3ccccc3F)n2N)n[nH]1	20.9%	1.2%	-9.1%	2.7%	-0.6%	-13.7%	-0.8%	1.7%	24.0%
O=c1oc2ccc(Br)cc2cc1-c1nc2ccccc2o1	24.0%	21.1%	-7.3%	-3.3%	-0.1%	13.2%	13.6%	-7.5%	-3.7%

# Two compounds drawn at random from the list so far:
Compound	rTrxR1 inhibitor	12-LOX inh	USP1 inh	Vif-A3G inh	RXFP1 ag	IDH1 R132H inh	TrxR1 substrate	Vif-APOBEC3F blk	RGS4 inh
CC(C)(C)[C@@H]1CCC(=O)N(CC[C@H](Sc2ccccc2)c2ccccc2)CC1	9.6%[57.1 µM]	?	14.6%	-8.0%&-22.5%	-3.2%	7.5%	6.7%[57.1 µM]	0.8%	20.2%
CCn1c(/C=C2\C(=O)N(C)c3ccccc32)nc2ccccc2c1=O	-5.3%	-4.3%	-18.3%	-4.8%	1.0%	3.7%	-5.6%	-3.9%	-19.8%

# Following part.
Compound	rTrxR1 inhibitor	12-LOX inh	USP1 inh	Vif-A3G inh	RXFP1 ag	IDH1 R132H inh	TrxR1 substrate	Vif-APOBEC3F blk	RGS4 inh
O=C(NCCCn1ccnc1)c1cc2c(s1)CCCCC2	8.9%	25.7%	-16.2%	0.9%	0.5%	-2.5%	9.8%	-1.9%	-11.2%
COc1ccc(C(=O)c2oc3ccc(Br)cc3c2NC(C)=O)cc1	21.2%[57.1 µM]	-8.0%	-19.3%	0.3%	10.3%	0.3%	6.1%[57.1 µM]	-0.3%	16.2%
CC(C)CC1C(=O)N(Cc2cn(CC3CCCCC3)nn2)CCS(=O)(=O)N1Cc1ccc(-c2ccc(Cl)c(Cl)c2)cc1 (configuration not stated)	.	-5.7%	-25.7%	0.0%	.	-2.1%	.	-10.4%	.
COc1ccccc1-c1cc(C(F)(F)F)nc(S(=O)(=O)CCCC(=O)NC(C)C)n1	17.8µM*	13.8%	-18.8%	1.1%	7.3%	9.8%	18.3%	1.7%	-42.8%
COc1ccc2nc(NCCCO)[nH]c2c1	10.0%[57.1 µM]	-2.9%	-5.4%	1.3%	0.1%	-0.3%	12.9%[57.1 µM]	4.9%	-6.5%
Cc1cc(OC(=O)N2CCCCC2)cc(C)c1Cl	13.9%	0.0%	-7.8%	3.1%	2.8%	7.2%	7.2%	-5.6%	-16.0%
c1ccc(N2CCN(c3ncnc4c3nc3n4CCCCC3)CC2)cc1	9.5%	1.7%	-27.4%	-9.6%	9.3%	-4.0%	0.7%	5.0%	10.9%
Cc1ccc(OCCNC(=O)CCNC(=O)c2ccc(Cl)cc2)cc1	27.1%	435.6%[activator]	-16.5%	-0.3%	2.6%	2.1%	4.9%	5.8%	1.0%
O=c1c2ccccc2sn1-c1ccc(F)cc1	172.7%[activator]	?	3.4%	-9.4%	-1.0%	-12.2%	-14.9%	-3.2%	-136.0%
COc1ccc2c(ccc[n+]2CC(=O)c2ccc(C)cc2)c1	3.2%[57.1 µM]	0.0%	-4.4%	-0.4%	1.9%	0.0%	36.0%	9.5%	-19.8%
COCc1cc(C)nc2sc(C(=O)Nc3nccs3)c(N)c12	-3.8%	19.0%	-24.9%	-1.8%	15.1%	14.9%	5.8%	0.5%	-18.1%
Cc1c(NS(=O)(=O)c2cccc(C(=O)NCc3ccccc3)c2)c(=O)n(-c2ccccc2)n1C	17.0%	0.0%	-2.3%	0.2%	-0.3%	0.0%	3.9%	-6.4%	-1.3%
C=CCN1C(=O)/C(=C\c2ccc(OC(=O)c3ccco3)c(OC)c2)SC1=S	32.6%	-15.2%	-23.8%	?	2.1%	-4.6%	4.7%	?	5.0%
COC(=O)[C@]1(Cc2ccccc2)N[C@H](CN(C)C(=O)NC(C)C)[C@@H]2C(=O)N(Cc3ccccc3)C(=O)[C@@H]21	9.4%	-2.5%	-6.5%	1.3%	.	-0.2%	-6.5%	4.4%	16.2%
Cc1ccccc1OCCN1C(=O)C(=O)c2cccc(C)c21	-11.5%	?	-23.7%	-7.8%	-1.8%	-0.4%	-8.6%	2.3%	-9.3%
Cc1nc(C(=O)Nc2ccccc2)sc1C1(C)CC(c2cccc([N+](=O)[O-])c2)=NO1 (configuration not stated)	32.2%	-4.6%	-18.9%	0.4%	0.0%	4.1%	-2.0%	-2.4%	8.6%
